# CBFb-RUNX1 inh = qHTS Assay for Compounds Blocking the Interaction Between CBF-beta and RUNX1 for the Treatment of Acute Myeloid Leukemia. AlphaScreen CBFb-His/RUNX1-biotin binding, biochemical. AID 1477, 2009. Runt-related transcription factor 1 (Homo sapiens) + Core-binding factor subunit beta …. Potency, µM (titrated, usually from 59.8 µM), for inactives: top-dose activity, negative = inhibition, actives largely listed as inhibitors. 230,000 tested, under 10 active; note: % of control where 0% means no effect
# Target sequence (Q01196 whole entry, looked up): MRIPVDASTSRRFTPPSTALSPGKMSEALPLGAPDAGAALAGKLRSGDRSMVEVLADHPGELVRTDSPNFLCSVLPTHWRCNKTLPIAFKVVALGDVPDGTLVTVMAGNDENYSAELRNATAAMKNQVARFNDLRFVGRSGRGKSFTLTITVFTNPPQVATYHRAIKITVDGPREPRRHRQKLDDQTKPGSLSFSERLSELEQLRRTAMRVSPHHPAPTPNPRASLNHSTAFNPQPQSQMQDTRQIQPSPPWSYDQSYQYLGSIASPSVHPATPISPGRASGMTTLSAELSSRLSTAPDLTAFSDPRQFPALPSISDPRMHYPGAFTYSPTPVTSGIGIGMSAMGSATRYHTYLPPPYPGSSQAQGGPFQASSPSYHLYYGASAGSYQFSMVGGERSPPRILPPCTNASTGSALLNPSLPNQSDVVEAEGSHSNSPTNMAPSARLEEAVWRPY
# Target sequence (Q13951 whole entry, looked up): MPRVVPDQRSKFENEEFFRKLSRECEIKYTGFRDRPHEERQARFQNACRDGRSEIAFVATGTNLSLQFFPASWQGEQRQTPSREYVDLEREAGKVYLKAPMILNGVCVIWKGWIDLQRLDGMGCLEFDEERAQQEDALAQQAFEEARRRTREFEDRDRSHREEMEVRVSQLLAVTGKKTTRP
#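 Interaction loss through any mechanism counts as activity. Pre-formed complex of His-CBF-beta and biotin-RUNX1 (30 nM apiece) is incubated with compound 15 min, then with 50 ng nickel and 50 ng streptavidin beads for 90 min before AlphaScreen detection.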
# Luc counter = Counterscreen for Luciferase (Kinase-Glo TM) Inhibition | Luciferin 4-monooxygenase (Photuris pensylvanica), Q27757 | Kinase-Glo luciferase, ATP luminescence, 8 min | Potency, µM (doses to about 38.3 µM), for inactives: at the top dose activity change, negative = inhibition, usual class: inhibitors | 200,000 tested, 0.28% active | AID 1379, 2008; note: potency is the fitted concentration of half-maximal effect; % is set by controls: 0 for no effect and ±100 for the full control effect; nearly all actives have a fitted effect of over 60% in size
#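 Compounds were added to a substrate mix at pH 7.2 (50 mM imidazole, 10 uM ATP, within the enzyme's linear range), followed by Kinase-Glo detection reagent; luminescence was measured after 8 minutes at ambient temperature.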
# aGal spleen mod = qHTS Assay for Inhibitors and Activators of Human alpha-Galactosidase From Spleen Homogenate; human spleen homogenate, 4MU-alpha-Gal fluorescence, 40 min; Alpha-galactosidase A (Homo sapiens), P06280; 240,000 tested, 0.008% active; AID 2107, 2009; Potency, µM (titrated, usually from 80 µM), without a hit: at the top dose activity change, negative = inhibition, most hits filed as inhibitors;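 note: potency is the fitted concentration of half-maximal effect; 0% = enzyme with vehicle and -100% = no enzyme basal signal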
#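 qHTS titration in buffer at pH 5.0. Alpha-galactosidase activity in spleen homogenate was measured via 4-methylumbelliferone release from 1 mM fluorogenic substrate after 40 min at 37C and a pH 10 stop. AC50 came from Hill fits of control-normalized data.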
# NPSR antagonist = qHTS Assay for Antagonists of the Neuropeptide S Receptor: cAMP Signal Transduction. Q6W5P4. CHO-NPSR cells, cAMP TR-FRET, antagonist mode. Potency, µM (series often up to 38.3 µM), without a hit: top-dose activity change, negative = inhibition, hits mostly inhibitors. 220,000 tested, 1% active. AID 1461, 2008; note: potency is the fitted concentration of half-maximal effect; % is set by controls: 0 for no effect and ±100 for the full control effect; nearly all actives have a fitted effect of over 50% in size; many of its hits are not listed in these tables
# Target sequence (Q6W5P4 whole entry, looked up): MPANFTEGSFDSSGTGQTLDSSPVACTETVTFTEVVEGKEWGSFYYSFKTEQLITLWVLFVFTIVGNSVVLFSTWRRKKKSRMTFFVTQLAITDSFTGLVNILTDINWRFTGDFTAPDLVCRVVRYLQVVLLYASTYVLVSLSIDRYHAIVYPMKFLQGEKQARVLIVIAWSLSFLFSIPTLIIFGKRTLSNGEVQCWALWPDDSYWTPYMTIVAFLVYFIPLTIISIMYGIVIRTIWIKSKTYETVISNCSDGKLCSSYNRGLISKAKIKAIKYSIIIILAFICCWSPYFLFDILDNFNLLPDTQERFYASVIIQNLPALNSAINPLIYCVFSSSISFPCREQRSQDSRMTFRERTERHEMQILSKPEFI
# Epigenetic reg = Quantitative High-Throughput Screen for Regulators of Epigenetic Control. murine LDR cells, GFP reporter derepression, 30 h. Potency, µM (series often up to 53.9 µM), inactives show at the top dose GFP activation, actives largely listed as activators. 280,000 tested, 0.2% active; note: potency is the fitted concentration of half-maximal effect; % of control where 0% means no effect; nearly all actives have a fitted effect of over 60% in size
#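 Murine LDR cells bearing a silenced CMV-driven GFP reporter were exposed to compound for 30 h at 37 C. After PBS washes, GFP-positive cells (20-120 um objects) counted by laser-scanning microplate cytometry.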
# LMNA splice mod = qHTS Assay for Modulators of Lamin A Splicing. HeLa LMNA splicing GFP/RFP minigene ratio, 48 h. 200,000 tested, 0.01% active. Potency, µM (titrated, usually from 46.1 µM), for the others: at the highest dose ratio change, negative = inhibition, actives largely listed as inhibitors; active = well fitted inhibition curve with a large enough effect in the signal ratio, with a control signal flat, not every such curve was filed as active; inconclusive = small, poorly fitted or top-dose-only effect, or effect the other way, or a change in a side signal; the % refers to the signal ratio; note: potency is the fitted concentration of half-maximal effect; % is set by controls: 0 for no effect and ±100 for the full control effect
#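 Read-out is the ratio of GFP to DsRed2 object intensity, acquired by 488 nm laser-scanning cytometry on HeLa lamin A-EGFP minigene reporter cells. Compound incubation 48 hrs at 37 °C in Opti-MEM with 2% FBS; DMSO 0.5% final.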
# IMPase Li inh = qHTS Assay for Identifying the Cell-Membrane Permeable IMPase Inhibitors: Potentiation with Lithium. CHO-M1 cells, IP1 TR-FRET (IP-One), carbachol + lithium. Potency, µM (doses to about 59.4 µM), without a hit: at the top dose activity, negative = IMPase inhibition, hits mostly inhibitors. 210,000 tested, 0.35% active. AID 1457, 2008;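 note: IP1 builds up when IMPase is blocked and the TR-FRET signal falls; potency is the fitted concentration of half-maximal effect; plate controls were basal vehicle for no effect and high inhibitor control for full effect; nearly all actives have a fitted effect of over 50% in size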
#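 CHO cells stably expressing M1 receptor (2000/well, cultured 16–30 h) treated 30 min at 37C with compound plus low lithium. Cytosolic IP1 by TR-FRET (665/620 ratio and 620 channel) after 10 min lysis; AC50 by Hill fit.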
# Starred values were filed as active, the others as inactive; ? = inconclusive; · = not tested or not shown; [ ] = another dose, or the depositor's remark. Unless noted, calls come from the whole dose curve; as a rule, active = well fitted curve in the direction sought with a large enough effect; inconclusive = small, poorly fitted or top-dose-only effect, or another doubt; inactive = no such curve, though single readings can be large; an effect the other way counts as inactive or inconclusive.
# Fields – CBFb-RUNX1 inh	Luc counter	aGal spleen mod	NPSR antagonist	Epigenetic reg	LMNA splice mod	IMPase Li inh
1	C(=N\n1cnnc1)/c1cccs1
→ 8%	-6%	1%	-5%[46.1 µM]	2.0%	3%	19%[38.3 µM]
2	CC(C)CCNCC(=O)NC(c1ccccc1)c1ccccc1
→ -14%	-1%	2%	-23%	-1.9%	-4%[46 µM]	5%
3	c1nc(N2CCOCC2)c2c3c(sc2n1)CCCC3
→ 2%	4%	-6%	5%[46.1 µM]	0.0%	6%	13%[38.3 µM]
4	Cc1cccc(/C=N/NC(=O)c2cc3c(s2)-c2ccccc2CC3)c1
→ -9%	1%	2%	-22%[46.1 µM]	3.1%	-24%	3%[38.3 µM]
5	OC(CN1CCN(c2cccc(C(F)(F)F)c2)CC1)c1c[nH]c2ccccc12 (stereo not given)
→ -1%	0%	-3%	-13%[46.1 µM]	0.9%	?	14%[38.3 µM]
6	COc1cc2nc(SCC(=O)NCc3ccco3)n(Cc3ccc(Cl)cc3)c(=O)c2cc1OC
→ 2%	1%	-1%	3%[46.1 µM]	5.8%	7%	0%
7	COC(=O)Cn1ncc(N2C3CC(CC(C)(C)C3)C2C)c(Cl)c1=O (stereo not given)
→ 0%	2%	-10%	-8%	0.0%	?	3%
8	N#C/C(=C(/O)c1ccc(F)cc1)c1nc2ccccc2s1
→ -12%	-4%	-6%	-11%	3.9%	?	15%
9	COc1ccccc1-c1nnc(NC(=O)C(C)C)s1
→ 2%	-1%	17%	-20%[46.1 µM]	-0.4%	6%	-1%[38.3 µM]
10	Cc1noc(C)c1C(=O)OC(C(=O)NC1CCCC1)c1ccc(F)cc1 (stereo not given)
→ -1%	1%	1%	-20%[46.1 µM]	1.0%	7%	2%[38.3 µM]
11	O=C(Oc1cc(=O)oc2c1c(=O)n1c3c(cccc23)CC1)c1ccccc1
→ -3%	·	8%	15%	0.0%	·	·
12	CCCOc1ccc(C2C(C(=O)OC)=CN(CCOC)C=C2C(=O)OC)cc1
→ ?	-1%	?	-12%[46.1 µM]	6.3%	-11%	-5%[38.3 µM]
13	O=C(C1CC(=O)N(c2ccc3c(c2)OCCO3)C1)N1CCN(c2ccccc2)CC1 (stereo not given)
→ ?	-2%	14%	-4%	-1.1%	?	6%
14	CN(C)S(=O)(=O)c1ccc(C(=O)NCC(=O)N/N=C/c2ccco2)cc1
→ 8%	2%	1%	9%	-1.5%	-10%[46 µM]	8%
15	Cn1c(-c2cccc([N+](=O)[O-])c2)cnc1NCc1cccc([N+](=O)[O-])c1
→ 2%	-2%	1%	40%	0.0%	·	34%[activator]
16	C=CCc1ccc(OCCOCCNCCCC)c(OC)c1
→ -11%	-2%	8%	6%[46.1 µM]	0.9%	0%	43%[38.3 µM]
17	Cc1cc(C)c(-c2csc(Cc3nc(-c4cc5ccccc5oc4=O)cs3)n2)cc1C
→ -11%	0%	8%	-1%	0.0%	?	-9%
18	COc1ccc2cc3cc(C(=O)Nc4ccc5c(c4)OCO5)oc3nc2c1
→ 2%	-2%	-7%	-1%[46.1 µM]	0.0%	?	-9%[38.3 µM]
19	Cc1cc(Cl)ccc1NC(=S)NCc1ccccc1
→ 7%	1%	-3%	-19%[46.1 µM]	-9.6%	-9%	7%
20	O=C(NC1(O)C(=O)c2ccccc2C1=O)c1ccccc1
→ 8%	-7%	-4%	6%[46.1 µM]	1.3%	-5%	23%[38.3 µM]
21	NNC(=O)CNC(=O)c1cccc(Br)c1
→ 1%	-2%	-12%	4%[46.1 µM]	0.0%	5%	5%[38.3 µM]
22	Nc1nc(-c2ccc3ccccc3c2)c(C2(O)C(=O)Nc3c(Br)cc(F)cc32)s1 (stereo not given)
→ 1%	18%	-4%	-7%[46.1 µM]	0.0%	3%	4%[38.3 µM]
23	c1ccc(-c2ccc3c(c2)NCCN3)cc1
→ -20%	·	-9%	-14%	0.0%	·	·
24	O=C1N(c2ccc(Cl)c(Cl)c2)CN(Cc2ccccc2)CN1n1cnnc1
→ 2%	17%	0%	-1%[46.1 µM]	0.0%	10%	25%[38.3 µM]
25	COC(=O)C1=C(C)NC(=O)CC1c1ccccc1OC (stereo not given)
→ 0%	-4%	4%	-15%	5.6%	-6%[46 µM]	-2%
26	Cn1c(NC(=O)c2ccc(Cl)cc2)cc(=O)n(C)c1=O
→ -1%	3%	5%	20%	-9.6%	8%[9.22 µM]	0%
27	COc1cccc(C(=O)Nc2cnn(C(C)C)c2)c1
→ 2%	-6%	-2%	8%	1.2%	·	1%
28	Cc1nn(-c2ccc(C(=O)OC(C)C)cc2)c(C)c1[N+](=O)[O-]
→ -2%	-3%	2%	-2%	1.4%	·	0%
29	CCOc1ccc(/C=C2/SC(=S)N(C(C(=O)O)c3ccccc3)C2=O)cc1OCC (stereo not given)
→ ?	3%	?	-28%	2.4%	·	-3%
30	O=C(OC1Cc2c(O)cc(O)cc2OC1c1cc(O)c(O)c(O)c1-c1c(C2Oc3cc(O)cc(O)c3CC2OC(=O)c2cc(O)c(O)c(O)c2)cc(O)c(O)c1O)c1cc(O)c(O)c(O)c1 (stereo not given)
→ ·	-3%	10%	·	-0.5%	-5%	-15%

# Single records, as listed above. Order of values: CBFb-RUNX1 inh | Luc counter | aGal spleen mod | NPSR antagonist | Epigenetic reg | LMNA splice mod | IMPase Li inh
# `COc1ccccc1-c1nnc(NC(=O)C(C)C)s1` across the screens: 2% | -1% | 17% | -20%[46.1 µM] | -0.4% | 6% | -1%[38.3 µM]
# `Cn1c(NC(=O)c2ccc(Cl)cc2)cc(=O)n(C)c1=O` across the screens: -1% | 3% | 5% | 20% | -9.6% | 8%[9.22 µM] | 0%
# `CCOc1ccc(/C=C2/SC(=S)N(C(C(=O)O)c3ccccc3)C2=O)cc1OCC` (stereo not given) across the screens: ? | 3% | ? | -28% | 2.4% | · | -3%
# `COc1cc2nc(SCC(=O)NCc3ccco3)n(Cc3ccc(Cl)cc3)c(=O)c2cc1OC` across the screens: 2% | 1% | -1% | 3%[46.1 µM] | 5.8% | 7% | 0%

# (listing goes on)
# Fields – CBFb-RUNX1 inh	Luc counter	aGal spleen mod	NPSR antagonist	Epigenetic reg	LMNA splice mod	IMPase Li inh
31	Cc1onc(-c2c(F)cccc2Cl)c1C(N)=S
→ 1%	7%	4%	4%	-0.4%	10%[46 µM]	-4%
32	CCOC(=O)Cn1c2c(c(=N)c3c1CCC3)CCCC2
→ 7%	0%	-15%	15%	-0.8%	?	1%
33	CCOC(=O)c1c(/N=C/c2cc(C)ccc2O)sc2c1CCC2
→ 1%	-1%	-7%	11%	1.0%	-16%	1%
34	Cc1ccc(C(=O)Nc2ncc3c(Cl)cccc3n2)cc1
→ 8%	11µM*	1%	-21%[46.1 µM]	3.0%	0%	-1%[38.3 µM]
35	NC(=O)c1cc2cc(Cl)ccc2o/c1=N/NC(=O)c1cccs1
→ 10%	·	1%	6%	-0.3%	·	·
36	CC(=O)c1c(C)nc(-c2ccc(OCC(=O)Nc3cccc(C)c3C)cc2)n1O
→ 2%	0%	2%	0%	1.5%	·	2%
37	O=C(Cc1ccccc1)Nc1cccc(-c2nc3ncccc3o2)c1
→ 9%	-3%	1%	4%[46.1 µM]	0.0%	13%	16%[38.3 µM]
38	COc1cc(OC)cc(C(=O)NN2CCCCC2)c1
→ 14%	-2%	-2%	19%[46.1 µM]	0.0%	-10%	19%[38.3 µM]
39	O=C(CCCc1nc(-c2ccccc2)no1)Nc1cccnc1
→ 0%	0%	2%	-1%[7.67 µM]	-2.8%	?	-9%[38.3 µM]
40	CCCn1c(SCC(=O)Nc2ccccc2Oc2ccccc2)n[nH]c1=O
→ -3%	-3%	0%	-9%[46.1 µM]	3.7%	-7%	37%[activator][38.3 µM]
41	Cc1ccc(S(=O)(=O)NCC(=O)N(CC(=O)NCc2ccco2)Cc2ccco2)cc1
→ 7%	-6%	4%	-2%	-3.0%	-18%[46 µM]	-1%
42	O=C(Nc1ccon1)c1ccc(OC2CCCC2)cc1
→ 8%	-8%	2%	1%	0.1%	?	-4%
43	CCC(C)(C)C1CCC(=NNC(=O)c2ccc(Br)o2)CC1 (stereo not given)
→ 2%	-3%	7%	8%	1.1%	4%	7%
44	CCOC(=O)c1cc(-c2cccc([N+](=O)[O-])c2)on1
→ 6%	7%	-4%	-8%	0.5%	·	3%
45	O=C(Nc1ccc(N2CCCC2)c(Cl)c1)c1cccs1
→ 3%	?	-1%	-31%	-1.6%	·	8%
46	CCOc1ccccc1-n1cnc2cc(C(=O)NCc3ccco3)ccc21
→ -10%	-1%	-8%	-14%[46.1 µM]	-1.1%	10%	2%[38.3 µM]
47	CC(=O)OCCC(C)CCC=C(C)C (stereo not given)
→ ·	-3%	-9%	·	5.3%	5%	-5%
48	CC(/C=N/NC(=O)c1cccnc1)=C\c1ccccc1
→ 9%	-10%	-9%	-13%	0.0%	·	-3%
49	Cc1cc(Cl)ccc1OCC(=O)NCC(=O)N/N=C/c1ccco1
→ 14%	-1%	10%	5%	-1.4%	8%[46 µM]	4%
50	CC(C)(C)C1=CC(=O)C(N2CCOCC2)=CC1=O
→ -5%	-8%	5%	12%	-1.9%	?	12%
51	O=C(NC1=NCCCCC1)c1cccc2ccccc12
→ -7%	0%	1%	2%	10%	-2%[46 µM]	11%

# Three entries already listed, sorted by the number in IMPase Li inh, ascending.
entry | Molecule | IMPase Li inh
30 | O=C(OC1Cc2c(O)cc(O)cc2OC1c1cc(O)c(O)c(O)c1-c1c(C2Oc3cc(O)cc(O)c3CC2OC(=O)c2cc(O)c(O)c(O)c2)cc(O)c(O)c1O)c1cc(O)c(O)c(O)c1 (stereo not given) | -15%
17 | Cc1cc(C)c(-c2csc(Cc3nc(-c4cc5ccccc5oc4=O)cs3)n2)cc1C | -9%
6 | COc1cc2nc(SCC(=O)NCc3ccco3)n(Cc3ccc(Cl)cc3)c(=O)c2cc1OC | 0%

# High-throughput results deposited in PubChem by National Center for Advancing Translational Sciences (NCATS).

# This is a subset; count on the stated rates, not on these rows.
